CHT inh = inhibits the human high affinity choline transporter; B-score at 10 µM; CHT-expressing cells, membrane potential dye, choline response; stronger effect = lower value; 310,000 compounds, 0.86% hits; AID 488975; Q9GZV3;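 active = B-score over 3 SD under the library average, and starting fluorescence ratio not unusually high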;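 also: choline stimulus applied at its EC90 after an EC20 pre-addition; B-score computed on integrated fluorescence ratio after choline addition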
Target sequence (Q9GZV3 whole entry, looked up): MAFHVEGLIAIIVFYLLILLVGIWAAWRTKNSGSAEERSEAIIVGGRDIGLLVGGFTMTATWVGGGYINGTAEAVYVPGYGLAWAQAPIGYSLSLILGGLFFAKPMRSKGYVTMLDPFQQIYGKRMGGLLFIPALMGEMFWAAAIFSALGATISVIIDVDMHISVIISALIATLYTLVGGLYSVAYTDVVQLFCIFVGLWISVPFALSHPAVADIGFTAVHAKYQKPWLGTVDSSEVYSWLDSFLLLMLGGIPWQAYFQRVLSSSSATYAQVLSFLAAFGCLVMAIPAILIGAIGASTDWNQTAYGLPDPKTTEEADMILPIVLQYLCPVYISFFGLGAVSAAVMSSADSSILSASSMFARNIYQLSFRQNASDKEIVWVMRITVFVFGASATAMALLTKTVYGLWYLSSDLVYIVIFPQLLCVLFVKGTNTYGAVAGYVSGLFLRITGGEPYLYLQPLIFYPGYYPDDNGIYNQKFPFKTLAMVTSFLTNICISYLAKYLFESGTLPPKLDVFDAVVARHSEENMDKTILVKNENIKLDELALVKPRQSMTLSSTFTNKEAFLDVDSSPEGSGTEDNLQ
CHT PAM = allosterically activates the human high affinity choline transporter; 310,000 compounds, 0.49% hits; B-score at 10 µM; AID 488977; CHT-expressing cells, membrane potential dye, choline EC20; stronger effect = higher value; LV-AA mutant CHT in HEK293 cells;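 active = initial fluorescence not abnormally high and integrated response B-score, plate-corrected, over 3 SD above library mean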
Calls only; i = inactive.

SMILES	CHT inh	CHT PAM
COc1ccc(-n2c(SCc3ccc([N+](=O)[O-])cc3)nnc2-c2ccc(C)cc2)cc1	i	i
Cc1ccc(NC(=S)/C(=C(\[O-])c2ccc(Cl)s2)[n+]2cccc(CO)c2)cc1C	i	i
CC1CCCN(c2nc3ccsc3c(=O)s2)C1 (configuration not stated)	i	i
CCC(C(=O)OCC(=O)Nc1ccc(C(=O)Nc2ccc(OC)cc2)cc1)c1ccccc1 (configuration not stated)	i	i
CCC(C)Sc1nc2c(c(=O)[nH]c(=O)n2C)n1CCc1ccccc1 (configuration not stated)	i	i
O=C(CSc1nc(NS(=O)(=O)c2ccccc2)cc(=O)[nH]1)Nc1ccc(F)cc1	i	i
CCOC(=O)C/C(N)=N/NC(=O)c1ccc(Cl)cc1Cl	i	i
CCOC(=O)c1c(C)oc2cc(Br)c(OC(=O)N3CCOCC3)cc12	i	i
CC(=O)N1CCN(c2nc(-c3cccs3)nc3ccccc23)CC1	i	i
CC(C)c1ccc(NC2CCCN(C(=O)CCN3CCOCC3)C2)cc1 (configuration not stated)	i	i
CCCCNC(=O)N(O)C1N(/N=C/c2ccccc2OC)C(=S)SC1(C)C (configuration not stated)	i	i
C[C@H](Nc1ccc(C(F)(F)F)cc1[N+](=O)[O-])C(=O)O	i	i
COCCN(C(=O)CSc1nc2ccc(OC)cc2[nH]1)c1c(N)n(Cc2ccccc2)c(=O)[nH]c1=O	i	i
Cc1ccc(P(C)(=O)c2ccc(C)cc2)cc1	i	i
CCOC(=O)/C(=N\Nc1ccc(OC)cc1)c1csc(Nc2ccccc2)n1	i	i
CCO/C=C1\C(=O)N(CC)c2ccccc21	i	i
OCCCn1c(C2CCCN2c2nc(-c3ccc(F)cc3)cs2)nc2cc(Cl)c(Cl)cc21 (configuration not stated)	i	i
CCCCC(=O)Nc1cccc(C(C)O)c1 (configuration not stated)	i	i
O=C1N/C(=C/c2cccs2)C(=O)N1Cc1ccc(F)cc1	i	i
CN1OCC(S(=O)(=O)c2ccccc2)C1c1ccccc1 (configuration not stated)	i	i

SMILES	CHT inh	CHT PAM
CSc1ccc(CCNC(=O)Cn2ncc3c([nH]c4ccccc43)c2=O)cc1	i	i
CC(C)(C)NC(=O)Cn1nnc(-c2cccs2)n1	i	i
O=C(Nc1ccccc1)N1CCCN(c2c(Cl)cncc2Cl)CC1	i	i
CC1=CC2=NC(=O)/C(=C\c3cccn3CCOc3cccc(C)c3)C(=N)N2O1	i	i
Cc1cc(=O)[nH]c(N/N=C/c2ccc(OC(=O)c3cccnc3)cc2)n1	i	i
Cc1ccc(NC(=S)N2CCC(c3ccc(C)cc3)C2)cc1 (configuration not stated)	i	i
COc1ccc(N2CCN(c3c(S(=O)(=O)c4ccccc4)cnc4ccc(OC)cc34)CC2)cc1	i	i
CN(Cc1ccccc1)S(=O)(=O)c1ccc(Cl)c(C(=O)NCc2cccnc2)c1	i	i
COC(=O)c1cccc(S(=O)(=O)N2CCC(n3nnc4cc(F)ccc43)CC2)c1	i	i
Clc1cncc(Cl)c1N/N=C/c1ccncc1	i	i
COc1ccc(N2CC(C(=O)NC3CCSC3=O)CC2=O)cc1 (configuration not stated)	i	i
CCC(CC)C(=O)Nc1nnc(S(=O)(=O)N2CCCCCC2)s1	i	i
CCC(=O)N/N=C(\C)CC(=O)Nc1ccc2c(c1)OCCO2	i	i
CCc1ccc(C)[n+](CC(=O)c2cccs2)c1	i	i
Cc1cc(=O)oc2cc(NC(=S)NCc3ccccn3)ccc12	i	i
CC(C)c1ccc(C2CC(c3ccc(Br)cc3)=NN2C(N)=S)cc1 (configuration not stated)	i	i
CC1(C)CC(=O)CC(=O)/C1=N\Nc1c(Cl)cc(Cl)cc1Cl	i	i
Cc1nnc(NC(=O)CSc2nnc(Cc3cccn3C)n2-c2cccc(C(F)(F)F)c2)s1	i	i
COC(=O)[C@H](C)NC(=O)Nc1ccc(Oc2ccccc2)cc1	i	i
O=C(Nc1ccc2c(c1)OCO2)C1CC(c2cccc(Br)c2)=NO1 (configuration not stated)	i	i

SMILES	CHT inh	CHT PAM
CCOC(=O)c1cc[nH]c1CC(=O)NC	i	i
COc1cc([N+](=O)[O-])ccc1NC(=O)CSc1nncn1-c1cccnc1	i	i
Cc1ccc(C(=O)NNC(=O)CNc2cccc(Cl)c2)cc1	i	i
COc1ccc2nc(C)cc(SCC(=O)N/N=C/c3ccc(O)cc3O)c2c1	i	i
COc1ccc(C)cc1NC(=O)c1[nH]c(C)c(C(C)=O)c1C	i	i
O=C(O)c1ccc(CSc2ncnc3c2cnn3Cc2ccccc2)cc1	i	i
Cc1c(OCC(=O)NCC(O)c2ccccc2)ccc2c(-c3ccccc3)cc(=O)oc12 (configuration not stated)	i	i
O=C(Cn1cncn1)NCc1cccc(C(F)(F)F)c1	i	i
NNC(=O)CNc1cccc(Cl)c1	i	i
COc1ccc(-n2cc(C(=O)c3cc(Cl)ccc3O)cc(C#N)c2=O)cc1	i	i
CC(C)CCNC(=O)C1CC(c2ccc(C(F)(F)F)cc2)=NO1 (configuration not stated)	i	i
Cc1cccc(NC(=O)c2cccc(NC(=O)c3ccccc3)c2)n1	i	i
COc1cc(NC(=O)Cc2nn(C)c(=O)c3ccccc23)cc(OC)c1OC	i	i
CCN(CC)CCCNC(=O)Cn1cnc2ccc(S(=O)(=O)N3CCC(C)CC3)cc2c1=O	i	i
CC(=O)Nc1cccc(OCC(=O)Nc2sccc2C(N)=O)c1	i	i
COc1cc(C(=O)NCc2cc(C)nc3ccccc23)cc(OC)c1OC	i	i
CCn1nc(-c2ccccc2)c2nc3ccccc3nc21	i	i
O=C(Nc1ccc(N2C(=O)C3C4C=CC(C4)C3C2=O)cc1)Nc1nnc(C(F)(F)F)s1 (configuration not stated)	i	i
Cc1ccc(C(CC(=O)NCc2ccco2)c2ccccc2)c(O)c1 (configuration not stated)	i	i
Cc1ccc(C)c(-c2cc(C(=O)Nc3sc(C)c(C)c3C(N)=O)c3ccccc3n2)c1	i	i

4 entries from above, set out differently:
Below each SMILES: CHT inh | CHT PAM
- O=C(Cn1cncn1)NCc1cccc(C(F)(F)F)c1
    i | i
- Cc1ccc(C(=O)NNC(=O)CNc2cccc(Cl)c2)cc1
    i | i
- COc1ccc2nc(C)cc(SCC(=O)N/N=C/c3ccc(O)cc3O)c2c1
    i | i
- COc1cc([N+](=O)[O-])ccc1NC(=O)CSc1nncn1-c1cccnc1
    i | i

(more compounds)
SMILES	CHT inh	CHT PAM
COc1ccc(/C(C)=N/OC/C(O)=C(\C#N)c2nc3ccccc3[nH]2)cc1	i	i
CC(=O)c1cn(C)c(=O)c2ccccc12	i	i
CC1CC(C)CN(CCCNC(=O)c2cc3c(s2)-c2ccccc2OC3)C1 (configuration not stated)	i	i
NC(=S)Nc1ccc(F)cc1F	i	i
Nc1c(Cl)cc(C2=NCCn3c2c2ccccc2[n+]3[O-])cc1Cl	i	i
CCn1ccnc1[C@@H]1C[C@H]2CN(Cc3ccccc3OC)C(=O)[C@]23CCCN13	i	i
S=c1nc(-c2ccccc2)[nH]c2ccccc12	i	i
Cc1cccc(NC(=O)c2cccc(C(=O)Nc3cccc(C)c3)n2)c1	i	i
COc1ccccc1N(CC(=O)N/N=C/c1ccc(OCC(=O)NCc2ccco2)cc1)S(=O)(=O)c1ccc(C)cc1	i	i
CCCN1C2CCCC1CC(NC(=O)c1ccccc1OCC)C2 (configuration not stated)	i	i
COc1ccccc1C(=O)Nc1ccc(N2CCN(C(C)=O)CC2)cc1	i	i
Cc1cc(C)cc(Oc2nn[nH]n2)c1	i	i
CCS(=O)(=O)n1nc(-c2ccc(Cl)cc2)nc1SCc1ccccc1	i	i
CC1CCCC(NC(=O)CCC(=O)NCc2ccccc2)C1C (configuration not stated)	i	i
CN1CCN(CCC=C2c3ccccc3Sc3ccc(S(=O)(=O)N(C)C)cc32)CC1	i	i
CCOC(=O)C(CC(=O)O)NCc1ccco1 (configuration not stated)	i	i
CCC(Sc1nc2ccccc2o1)C(=O)O (configuration not stated)	i	i
CCOc1ccc(S(=O)(=O)N2CCC(C(=O)N3CCOCC3)CC2)cc1Cl	i	i
CCn1cc(CNC(=O)c2ccc(Cl)c([N+](=O)[O-])c2)c(C)n1	i	i
Cc1coc(C)c1C(=O)CC1(O)C(=O)N(C)c2ccc(Cl)cc21 (configuration not stated)	i	i

SMILES	CHT inh	CHT PAM
Cc1ccc(-n2ccc(=O)c(C(=O)O)n2)cc1	i	i
O=C(Nc1ccc(F)cc1)C1CCCN(S(=O)(=O)c2ccc(-n3cnnn3)cc2)C1 (configuration not stated)	i	i
Cc1nn(CC(=O)Nc2ccc3c(c2)nc2n3CCOC2)c(=O)c2ccccc12	i	i
CC(=O)N1CCN(c2nnnn2-c2ccccc2)CC1	i	i
Cc1ccsc1/C=N/Nc1nc(Cl)c(Cl)cc1Cl	i	i
COc1ccc(OC)c(/C=N\NC(=O)CSc2nnc(CCCc3ccc(OC)c(C)c3)o2)c1	i	i
CC(C)(C)c1ccc(C(=O)NNC(=O)Cc2cccc3ccccc23)cc1	i	i
O=C(NC1CCCC1)C(c1ccncc1)N(C(=O)c1csnn1)c1ccc(F)cc1 (configuration not stated)	i	i
Cn1c(SCC(=O)Nc2ccc(Br)cc2)nc(O)cc1=O	i	i
O=C(NCc1ccncc1)C(=O)Nc1nc(C23CC4CC(CC(C4)C2)C3)cs1	i	i
Cc1ccccc1C(=O)N1CCN(c2nc(N3CCOCC3)nc(N3CCOCC3)n2)CC1	i	i
CC(C)CNC(=O)C(=O)NCCC1CCCCN1S(=O)(=O)c1cccs1 (configuration not stated)	i	i
COc1ccc(Cl)cc1NC(=O)CN(C)CC(=O)Nc1ccc(Br)cc1	i	i
CCSc1nnc(NC(=O)[C@@H](NC(=O)c2ccc(C(C)(C)C)cc2)C(C)C)s1	i	i
O=C(NCCN1CCOCC1)C(=O)NCC1OCCCN1S(=O)(=O)c1cc(F)ccc1F (configuration not stated)	i	i
CCOC(=O)N1CCN(c2nc(C)c3c(n2)CC(C)CC3=O)CC1 (configuration not stated)	i	i
O=C(/C=C/c1cccc(Br)c1)Nc1nn[nH]n1	i	i
COc1ccc(C(O)P(=O)(OCC(C)C)OCC(C)C)c(OC)c1 (configuration not stated)	i	i
COCc1cc(C)nc(OCC(=O)N/N=C/c2ccco2)c1C#N	i	i
Cn1c(Cl)c(/C=N/OC(=O)C2CC2)c2ccccc21	i	i

Four entries picked at random from the list so far, as already listed:
SMILES	CHT inh	CHT PAM
O=C(NCCN1CCOCC1)C(=O)NCC1OCCCN1S(=O)(=O)c1cc(F)ccc1F (configuration not stated)	i	i
COC(=O)[C@H](C)NC(=O)Nc1ccc(Oc2ccccc2)cc1	i	i
COc1ccc(-n2cc(C(=O)c3cc(Cl)ccc3O)cc(C#N)c2=O)cc1	i	i
CC1=CC2=NC(=O)/C(=C\c3cccn3CCOc3cccc(C)c3)C(=N)N2O1	i	i

(more compounds)
SMILES	CHT inh	CHT PAM
Cc1cc(C)nc(CCNC(=O)c2cc(COc3ccc(F)cc3Cl)on2)n1	i	i
Cc1ccc(CNC(=O)CNS(=O)(=O)c2ccc(Br)s2)cc1	i	i
COc1ccc(N(CC(=O)Nc2cccc(N(C)S(C)(=O)=O)c2)S(=O)(=O)c2ccc(F)cc2)cc1	i	i
Cc1ccc(S(=O)(=O)c2ccc(Cl)cc2)cc1S(=O)(=O)N(C)CC(=O)O	i	i
COc1cccc(C(=O)COc2cccc(NC(=O)c3cccc([N+](=O)[O-])c3)c2)c1	i	i
Cc1nnc(SCC(=O)N/N=C/c2cn(-c3ccccc3)nc2-c2ccccc2)n1-c1ccccc1	i	i
Cc1ccc2nc(N3CCN(C(=O)c4ccc(F)cc4)CC3)c(C#N)cc2c1	i	i
COCC(C)NCc1cccc([N+](=O)[O-])c1 (configuration not stated)	i	i
CC(CNc1ccc([N+](=O)[O-])c2cccnc12)Nc1c([N+](=O)[O-])cc(C(F)(F)F)cc1[N+](=O)[O-] (configuration not stated)	i	i
COCC(=O)N1CCC(Oc2ccc(C(=O)NC(C)c3csc(C)n3)cc2)CC1 (configuration not stated)	i	i
CCN(CC(=O)NCc1ccccn1)S(=O)(=O)c1cc(Cl)ccc1Cl	i	i
COc1cccc(N2CC(O)=C(c3ccccc3)C2=N)c1	i	i
C=CCn1c(SCC(=O)c2ccc(CNC(C)=O)o2)nc2scc(C3CC3)c2c1=O	i	i
CCOC(=O)c1sc(NC(=O)Nc2ccc(Cl)cc2)nc1C	i	i
COC(=O)C(C)n1cnc2c(nnn2-c2cccc(Cl)c2)c1=O (configuration not stated)	i	i
C[N+](C)(C)CCOP(=O)(O)OP(=O)([O-])OC[C@H]1O[C@@H](n2ccc(N)nc2=O)[C@H](O)[C@@H]1O	i	i
CC1CCc2c(sc3ncnc(SC(C)C(=O)NCC4CCCO4)c23)C1 (configuration not stated)	i	i
NC(=O)CSc1nnc(-c2cccc(S(=O)(=O)N3CCCCC3)c2)o1	i	i
Cc1ccc(CNC(=O)C2CCN(S(=O)(=O)c3cccc4nonc34)CC2)cc1	i	i
NC(=O)c1ccc(NC(=O)COC(=O)CCc2ccc(S(=O)(=O)N3CCCCC3)cc2)cc1	i	i
CCC(=O)Nc1ccc(C(=O)CSc2nnc(CNc3ccc(Cl)cc3)o2)cc1OC	i	i
COc1c2c(nc3occc13)C(CC=C(C)C)(OC)C(O)CC2 (configuration not stated)	i	i
Cc1ccc(C)c2nc(Cl)c(C#N)cc12	i	i

Assay outcomes deposited in PubChem BioAssay by Johns Hopkins Ion Channel Center.
